Bioassay records as filed in PubChem.
FID counter – compounds displacing fluorescent DNA intercalator, primary screen, artefact control for HCV NS3 helicase inhibitor project, biochemical, FID fluorescence. inhibition, % at 7.9 µM. 290,000 compounds, 0.17% hits. DNA fluorescent intercalator displacement; in the data active means inhibition above about 37%;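 further: 0% = vehicle and 100% = reference compound; higher means more ethidium bromide displaced from hairpin DNA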
MEKK3 PB1 HTS – modulators of MEKK3-MEK5 PB1 binding, primary screen, biochemical, wildtype MEKK3, multiplex bead flow cytometry, Alexa488-MEK5; bead-based flow cytometry, Alexa488-MEK5 binding to MEKK3; actives lie on both sides; 0 = blocked by unlabeled MEK5, 100 = vehicle; binding response (% of control), % at 10 µM; 290,000 compounds, 1.4% hits; AID 1529, 2009;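 active means binding response more than 3 SD above or below the average of its plate-row segment, actives on both sides; inconclusive means wells at one plate position flagged as instrument error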;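 further: Alexa488 bead fluorescence after subtracting the streptavidin-only scavenger bead signal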
NALP1 yeast inh – NALP1 inflammasome inhibitors in reconstituted yeast, colorimetric, S. cerevisiae, triplicate retest; S. cerevisiae NALP1/ASC/caspase-1 growth, X-gal OD620, 72 h; 280,000 compounds, 0.61% hits; inhibition, % at 10 µM; AID 2071, 2009; in the data active means inhibition mostly above about 24%, no sharp cut-off; inactive means mostly below about 32%; further: some compounds called inactive have numbers as strong as hits
MEKK2 WT-MEK5 – modulators of MEK5 binding to wildtype MEKK2, primary screen, biochemical, multiplex bead flow cytometry, Alexa488-MEK5; 290,000 compounds, 1.1% hits; binding response (% of control), % at 10 µM; Alexa488-MEK5 binding to MEKK2 WT; actives lie on both sides; AID 1531, 2009; Mitogen-activated protein kinase kinase kinase 2 (Homo sapiens), Q9Y2U5; in the data active means binding response below about 67% or above about 130%; inconclusive means no clear call, values can overlap the other calls; inactive means in between
M18AAP inhibitor – PfM18AAP inhibitors, malaria aminopeptidase, primary screen, biochemical, QFRET, recombinant enzyme | H-Glu-NHMec fluorogenic cleavage | 290,000 compounds, 1.2% hits | inhibition, % at 7.35 µM | AID 1822, 2009;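 active means inhibition above the campaign mean inhibition over all tested compounds plus 3 SD, cut at about 28% in these data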;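 further: 0% = plate median of test compound wells and 100% = 2 mM ZnCl2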
PHOSPHO1 block – PubChem AID 1565; 290,000 compounds, 1.1% hits; inhibition, % at 13.3 µM; recombinant PHOSPHO1, absorbance phosphatase assay; in the data active means inhibition above about 60%
Target sequence (Q8TCT1 whole entry, looked up): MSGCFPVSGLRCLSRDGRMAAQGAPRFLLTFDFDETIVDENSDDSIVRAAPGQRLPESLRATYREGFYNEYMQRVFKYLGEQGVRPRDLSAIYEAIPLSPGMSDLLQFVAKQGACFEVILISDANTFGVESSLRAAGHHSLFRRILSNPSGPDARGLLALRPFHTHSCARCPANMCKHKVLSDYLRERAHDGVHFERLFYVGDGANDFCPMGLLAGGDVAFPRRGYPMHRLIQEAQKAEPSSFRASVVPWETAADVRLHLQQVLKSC
MEKK2mut PB1 HTS – MEK5 binding signal on mutant MEKK2 PB1, primary screen, biochemical, multiplex bead flow cytometry, Alexa488-MEK5; Alexa488-MEK5 binding to MEKK2 mutant; percent response, % at 10 µM; 290,000 compounds, 0.35% hits; AID 1530, 2009; in the data active means percent response above about 24%, passing the limit was not always enough; further: inactives centre near 1; some results filed as inactive read as strong as hits; reference of the scale not given here
GPR7 antagonist – GPR7 receptor antagonists, primary screen, cell-based, fluorescence, single concentration. inhibition, % at 4.4 µM. GPR7-expressing cells, fluorescence antagonist assay. Neuropeptides B/W receptor type 1 (Homo sapiens), P48145. 290,000 compounds, 1.1% hits; in the data active means inhibition above about 16%, passing the limit was not always enough;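 further: cells stimulated with the agonist NPW; 0% = agonist with vehicle and 100% = vehicle without agonist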
Target sequence (P48145 whole entry, looked up): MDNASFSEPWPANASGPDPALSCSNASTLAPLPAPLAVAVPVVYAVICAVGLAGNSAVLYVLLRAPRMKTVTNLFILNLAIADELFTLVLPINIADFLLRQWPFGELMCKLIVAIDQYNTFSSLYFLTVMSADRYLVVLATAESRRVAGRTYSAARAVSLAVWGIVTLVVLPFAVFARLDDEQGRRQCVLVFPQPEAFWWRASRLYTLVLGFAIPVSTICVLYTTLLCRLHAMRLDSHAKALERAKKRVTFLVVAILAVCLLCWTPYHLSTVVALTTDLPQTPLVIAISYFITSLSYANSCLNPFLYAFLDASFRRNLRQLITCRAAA
OXTR agonist – human OXTR agonists, primary screen, fluorescence, CHO-OTR cells, Fluo-8 calcium; activation, % at 3 µM; Oxytocin receptor (Homo sapiens), P30559; 320,000 compounds, 0.32% hits; Fluo-8 calcium fluorescence; normalized: DMSO 0%, oxytocin 100%;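 active means activation above the mean of all tested compounds plus 3 SD, cutoff set per screening run, cut at about 20% in these data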;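 further: peak over basal fluorescence ratio from a 100 s FLIPR kinetic read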
Target sequence (P30559 whole entry, looked up): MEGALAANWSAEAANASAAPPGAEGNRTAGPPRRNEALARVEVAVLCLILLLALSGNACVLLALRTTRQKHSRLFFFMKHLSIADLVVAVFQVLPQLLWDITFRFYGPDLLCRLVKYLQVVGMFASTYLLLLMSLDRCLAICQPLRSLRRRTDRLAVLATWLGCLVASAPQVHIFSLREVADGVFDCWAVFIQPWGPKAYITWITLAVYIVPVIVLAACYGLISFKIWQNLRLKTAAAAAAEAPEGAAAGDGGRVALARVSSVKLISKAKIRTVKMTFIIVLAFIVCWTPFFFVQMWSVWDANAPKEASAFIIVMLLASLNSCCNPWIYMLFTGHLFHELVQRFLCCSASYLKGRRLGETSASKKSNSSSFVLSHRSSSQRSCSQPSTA
Numbers without * were called inactive; ? = inconclusive; / = not tested or not shown; [ ] = another dose, or the depositor's remark. Compounds were not picked by outcome; 6.2% or so of the library scored in one or more.

Start of the data: the first 3 entries (preview)
SMILES	FID counter	MEKK3 PB1 HTS	NALP1 yeast inh	MEKK2 WT-MEK5	M18AAP inhibitor	PHOSPHO1 block	MEKK2mut PB1 HTS	GPR7 antagonist	OXTR agonist
C=CCc1c(C)[nH]c(=O)[nH]c1=O	10	98	-18	95	-3	28	-5	-5	0.8
COc1cc(C2C(N3C(=O)c4ccccc4C3=O)C(=O)N2c2cccc(C)c2)cc(OC)c1OC (stereo unspecified)	-11	113	-3	97	-1	7	-2	-11	/
CCN1/C(=C2\C(=O)N(C)C(=S)N2C)C=Cc2ccccc21	9	95	27	103	13	-2	2	-2	-0.3

Results, repeating the preview:
SMILES	FID counter	MEKK3 PB1 HTS	NALP1 yeast inh	MEKK2 WT-MEK5	M18AAP inhibitor	PHOSPHO1 block	MEKK2mut PB1 HTS	GPR7 antagonist	OXTR agonist
C=CCc1c(C)[nH]c(=O)[nH]c1=O	10	98	-18	95	-3	28	-5	-5	0.8
COc1cc(C2C(N3C(=O)c4ccccc4C3=O)C(=O)N2c2cccc(C)c2)cc(OC)c1OC (stereo unspecified)	-11	113	-3	97	-1	7	-2	-11	/
CCN1/C(=C2\C(=O)N(C)C(=S)N2C)C=Cc2ccccc21	9	95	27	103	13	-2	2	-2	-0.3
Cc1cc(=O)oc2cc(OCC(=O)Nc3c(Cl)cccc3C(F)(F)F)ccc12	-27	96	4	101	7	3	1	-12	0.4
Cc1c(NC(=O)c2cc(-c3ccccc3O)on2)c(=O)n(-c2ccccc2)n1C	-6	102	/	97	-17	46	13	-6	0.3
Cc1cc(C)cc(NC(=O)N2C3CCCC2CC(NC(=O)C2CC2)C3)c1 (stereo unspecified)	-16	100	7	95	-4	10	1	-7	0.6
O=C(CCc1n[nH]c(=O)[nH]c1=O)N1CCOCC1	1	108	/	117	8	12	4	-6	0.7
CC1CN(C(=S)NC2CCCC2)CC(C)O1 (stereo unspecified)	-4	98	18	99	0	21	-3	-6	0.0
Cc1ccccc1CSCC(=O)NCc1ccco1	-5	92	12	97	5	-18	-3	0	-0.8
Cc1cccc(-c2noc(CN(C(=O)c3ccc(Br)o3)C(C)C)n2)c1	-27	99	12	97	6	9	-7	-10	-1.6
COc1cc(CNc2ccc3[nH]c(=O)[nH]c3c2)ccc1OCc1ccc(C)cc1	-23	98	2	98	-2	38	3	14	/
CCCc1cc(=O)oc2cc(OCC(=O)NCc3ccccn3)ccc12	-40	99	9	97	-5	7	3	1	3.3
COC(=O)c1cn(-c2ccccc2)nc1-c1ccc(OC)c(OC)c1	-25	103	9	106	-3	/	-2	0	4.9
COCCCNC(=S)Nc1cccc(SC)c1	-3	96	/	93	6	22	-8	-2	-0.6
CCCCN(C(=O)c1ccc(Cl)cc1)C1CC2CCC(C1)N2C (stereo unspecified)	18	107	29	107	-3	-1	4	2	1.2
COc1ccc(CCc2cc(OC)cc(=O)o2)cc1	/	106	1	107	/	45	2	/	0.9
COc1ccc(CCNC(=O)CSc2ccccn2)cc1OC	-13	97	5	86	1	9	-11	-7	1.4
Cn1nc(C(F)(F)F)c(-c2ccccc2)c1NC(=O)c1nccnc1C(=O)O	1	92	/	92	6	24	-12	-5	0.2
Cc1ccc(OCCSc2ncccn2)c(C)c1	-3	87	-8	107	-5	26	2	0	/
CCCCc1c(O)nc(SCC(=O)Nc2ccc3c(c2)CCC3)[nH]c1=O	-18	101	-1	97	1	43	0	3	0.0
CN(c1cccc(Cl)c1)S(=O)(=O)c1cccc(C(=O)Nc2ccc3c(c2)CCC3)c1	-9	98	33	112	-4	8	0	-14	-0.8
COC(=O)c1sccc1NC(=O)c1cc2c(s1)CCCC2	-1	/	10	/	2	-47	/	-1	-1.3
CCCCNC(=O)Cn1c(-c2ccc(OC)cc2)noc1=O	0	103	10	103	-2	-5	9	-1	1.0
C1CC2CN(c3nc4nonc4nc3N3CCSCC3)CCN2C1 (stereo unspecified)	12	96	24	95	-2	28	-7	13	-0.5
CN(C)c1ccc(/C=N\Nc2nc(-c3ccccc3)cc(=O)[nH]2)cc1	-4	59*[inhibitor]	6	97	11	2	-1	-1	-2.0
CCOC(=O)c1cnc2c(OC)cccc2c1N1CC(C)CC(C)C1 (stereo unspecified)	-25	110	0	108	-15	28	6	-20	-1.6
COc1ccc(C2=NN(c3ccccc3)C(c3cccs3)C2)cc1 (stereo unspecified)	3	100	-9	87	6	26	-10	-4	-0.2
CCCn1nnc(NC(=O)C(c2ccccc2)c2ccccc2)n1	-16	93	3	90	-4	14	-10	-13	-1.1
Cc1ccc(C)c(S(=O)(=O)c2c(C)cc(C)nc2Cl)c1	-18	99	-2	105	-1	37	-6	-20	-1.6
CN=Cc1nc(-c2ccccc2)oc1O	-1	111	4	104	0	-11	3	-12	0.7
CN(CC(=O)NNC(=O)c1cccnc1)S(=O)(=O)c1cc(Cl)ccc1Cl	-1	95	33	97	-8	4	-1	-11	0.4
COCC(C)NS(=O)(=O)c1ccc(NC(=O)C(Cc2ccccc2)NC(N)=O)cc1 (stereo unspecified)	-11	98	-7	101	6	7	-1	-8	-0.3
Cc1ccc2c(c1)N(CC(=O)Nc1c(C)cccc1C)C(=O)c1cccnc1O2	-20	99	17	99	-12	29	-1	-3	0.2
c1ccc(CN2CCCC3(CCCN(Cc4nc(CC5CC5)no4)C3)C2)cc1 (stereo unspecified)	5	98	-10	96	-9	35	-2	-3	-1.8
CC1CC(C)CN(S(=O)(=O)c2ccc3c(c2)CCN3C(=O)C2CC2)C1 (stereo unspecified)	-44	99	25	101	-1	33	3	-3	0.0
O=C(CC1C(=O)NCCN1Cc1ccccc1C(F)(F)F)NC1CCC1 (stereo unspecified)	-7	103	21	105	-2	18	7	-5	0.3
Cc1cc(Nc2ccc(F)cc2F)n2nc(C)nc2n1	2	98	2	97	1	-14	-1	-5	0.5
O=C(COC(=O)[C@H](Cc1ccccc1)NC(=O)c1cccs1)NC1CCCCC1	-27	104	/	99	-2	-1	13	3	-0.5
CCC(=O)Oc1oc(-c2ccccc2)nc1C=Nc1ccccc1OC	-5	97	5	92	-11	-31	-6	-15	-0.7
N#C/C(=C\c1ccco1)Sc1nc2ccccc2s1	-15	?	-12	?	11	-10	-47	0	-1.6
COc1ccc(-n2ncc3c(Nc4cccc(C)c4)ncnc32)cc1	-6	104	15	108	3	25	4	3	-0.9
Cc1cc(N2CCN(c3cccc(C(F)(F)F)c3)CC2)n2nc(C)nc2n1	-20	89	14	92	-3	5	-6	-10	-1.6
CCOc1ccc(CN(C)CC(=O)Nc2cc(C)c(C)cc2[N+](=O)[O-])cc1	-3	92	2	92	1	20	-14	0	-1.3
O=C(CN1CCN(S(=O)(=O)c2ccccc2[N+](=O)[O-])CC1)Nc1ccc(N2CCOCC2)cc1	-22	99	/	104	6	0	1	11	3.5
O=C1Nc2ccccc2C(O)(C(=O)NCc2ccco2)N1c1ccc(Cl)c(Cl)c1 (stereo unspecified)	-11	101	3	97	-9	20	2	-5	0.1
Cc1ccc2c(c1)N(Cc1cccc(Cl)c1)C(=O)c1cccnc1O2	-29	113	41	108	4	2	5	-11	-2.4
CCN(C1CCCCC1)S(=O)(=O)c1ccc(S(=O)(=O)N2CCN(CCC#N)CC2)cc1	-32	87	32	95	1	-10	-8	0	1.4
CC(C)(C)n1nnnc1C(c1cccs1)N1CCCC2(CCCCC2)C1 (stereo unspecified)	-3	99	8	97	-13	-1	-1	-16	0.7
Cn1c(=O)[nH]c(=O)c2c1nc(Sc1ccccc1)n2CCc1ccccc1	-6	100	8	99	6	-9	5	-8	-0.9
Cc1ccc2nc(Nc3nc(CSc4nnnn4-c4ccccc4)cc(=O)[nH]3)nc(C)c2c1	0	107	1	103	2	26	3	-5	-0.1

Rewritten as comma-separated lines: entries from further up
SMILES,FID counter,MEKK3 PB1 HTS,NALP1 yeast inh,MEKK2 WT-MEK5,M18AAP inhibitor,PHOSPHO1 block,MEKK2mut PB1 HTS,GPR7 antagonist,OXTR agonist
O=C(CN1CCN(S(=O)(=O)c2ccccc2[N+](=O)[O-])CC1)Nc1ccc(N2CCOCC2)cc1,-22,99,/,104,6,0,1,11,3.5
Cc1ccc2nc(Nc3nc(CSc4nnnn4-c4ccccc4)cc(=O)[nH]3)nc(C)c2c1,0,107,1,103,2,26,3,-5,-0.1
Cn1c(=O)[nH]c(=O)c2c1nc(Sc1ccccc1)n2CCc1ccccc1,-6,100,8,99,6,-9,5,-8,-0.9

(next part)
SMILES	FID counter	MEKK3 PB1 HTS	NALP1 yeast inh	MEKK2 WT-MEK5	M18AAP inhibitor	PHOSPHO1 block	MEKK2mut PB1 HTS	GPR7 antagonist	OXTR agonist
Cc1cccc(Oc2nc3c(c(=O)n(C)c(=O)n3C)n2C)c1	-11	108	-10	103	1	51	5	-3	-0.9
COc1ccc(NC(=O)CSc2nncs2)cc1S(N)(=O)=O	0	100	-2	98	-5	2	4	-7	1.2
COc1ccc(N=c2oc3c(OC)cccc3cc2C(=O)NCc2ccco2)c(OC)c1	2	97	-6	97	-2	10	-2	-3	-0.9
NS(=O)(=O)c1ccc(CCNC(=O)CSc2nc3ccccc3c3nc(CCN4CCCCC4)nn23)cc1	6	101	2	102	4	1	2	-1	-0.4
Cn1cnc(S(=O)(=O)N2CCN(C(c3ccc(F)cc3)c3ccc(F)cc3)CC2)c1	-48	101	0	98	-7	0	5	-11	-2.2
Cc1ccccc1C(=O)NCCOc1ccccc1Cl	-16	104	8	105	-5	8	1	8	-1.5
COCCNC(=O)NC(=O)CN1CCN(C(c2ccccc2)c2ccccc2)CC1	-23	100	3	99	0	23	6	-8	-1.4
CC1=NN(C(=O)Cn2nc([N+](=O)[O-])c(Br)c2C)C(O)(C(F)(F)F)C1 (stereo unspecified)	6	116	23	96	10	3	0	-1	-1.1
Cc1cc(C)n2ncc(C(=O)NCc3ccc(Cl)cc3)c2n1	-30	103	-11	106	0	10	2	-5	-1.4
CCOC(=O)C1=C(N)Oc2cc(O)ccc2C1c1ccc(C)cc1 (stereo unspecified)	-6	101	6	98	3	24	-6	-14	-1.5
CC(C)Oc1ccc(CCc2n[nH]c(=S)n2Cc2ccccc2)cc1	-36	106	6	101	3	-83	4	4	-1.7
CCOC(=O)C1CCCCN1Cc1cccc(C(F)(F)F)c1 (stereo unspecified)	-1	92	14	90	4	10	-4	-6	1.4
Cc1nnc(SCC(=O)NC2CCCc3c2cnn3-c2ccc(F)cc2F)o1 (stereo unspecified)	-17	105	0	114	2	18	8	-8	-1.7
O=C(CC1C(=O)NCCN1Cc1ccccc1)NCCCOc1cccnc1 (stereo unspecified)	-17	98	9	104	5	16	3	-12	0.2
CCOc1ccc(C(=O)Nc2ccc3nc(N4CCN(CC)CC4)cc(C)c3c2)cc1	18	108	15	148*	0	20	17	7	0.1
O=C1OCC/C1=C\c1ccccc1O	-3	100	26	102	-10	19	5	12	-0.6
COCCn1c(Br)nc2c1c(=O)n(C)c(=O)n2C	5	97	1	99	4	48	-7	-5	-0.7
CC1(C)C(=O)OC(c2ccccc2)C2(CCCC2)C1=O (stereo unspecified)	-7	108	3	118	-8	-9	7	-17	-0.9
O=C(Nc1ccc(F)cc1)c1cc2c(s1)CCCC2	-6	107	9	105	9	24	7	-10	-2.9
CC1CC(C(F)F)n2nc(C(=O)O)cc2N1 (stereo unspecified)	1	94	9	96	1	-7	-4	-8	0.0
Cc1ccc(NC(=O)CC(NCCN2CCOCC2)C(=O)O)cc1Cl (stereo unspecified)	-3	99	-2	96	3	54	-2	-1	0.7
